# Compound activity (PubChem BioAssay)
# GASC-1 inh: human JMJD2C demethylase inhibition; inhibition, % at 2.35 µM; Q9H3R0; GST-JMJD2C(1-420) H3K9me3 demethylation, DELFIA europium; AID 2099; 330,000 tested, 0.069% active;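 active = more than half of a compound's replicate wells show inhibition beyond 50%, single wells judged on their own value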;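 also: signal counts dimethyl H3K9 product captured on neutravidin plate; 0% = median of DMSO wells and 100% = 0.3 times that DMSO median; strong numbers were not always called active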
# Target sequence (Q9H3R0 1-420 limits assumed): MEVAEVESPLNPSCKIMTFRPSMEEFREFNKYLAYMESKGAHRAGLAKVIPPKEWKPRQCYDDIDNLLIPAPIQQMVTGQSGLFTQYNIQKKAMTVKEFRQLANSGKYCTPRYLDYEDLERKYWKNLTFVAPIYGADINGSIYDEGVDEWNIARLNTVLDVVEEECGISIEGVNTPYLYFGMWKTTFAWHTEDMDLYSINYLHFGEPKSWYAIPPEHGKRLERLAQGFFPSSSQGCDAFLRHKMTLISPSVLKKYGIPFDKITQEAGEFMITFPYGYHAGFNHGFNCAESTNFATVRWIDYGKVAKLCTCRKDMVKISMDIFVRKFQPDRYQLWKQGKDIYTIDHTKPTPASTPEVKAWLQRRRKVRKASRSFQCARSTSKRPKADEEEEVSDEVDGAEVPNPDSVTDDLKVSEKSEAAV
# core dimer inh: blocks dimerization of HCV core protein; inhibition, % at 5 µM; 300,000 tested, 0.33% active; AID 1899; TR-FRET GST/Flag-core106 dimerization, 1536-well;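 active = inhibition above the mean of all tested compounds plus 3 SD, set per screening campaign, cut at about 45% in these data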
#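 System – GST-tagged and Flag-tagged HCV core protein residues 1-106 · Repeats – one well for each compound · Technique – TR-FRET 671 and 617 nm emission · Doses – one concentration, 5 µM, in 0.5% DMSO · Times – 4 h, 22.5 °C incubation · Also added – Eu donor and XL665 acceptor anti-tag antibodies · Measure – percent inhibition of core106 dimerization signal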
# ZTA counter: counter-screen for EBNA-1 inhibitors: inhibitors of Epstein-Barr virus ZTA. ZTA-DNA binding, fluorescence polarization. 320,000 tested, 0.15% active. AID 2234. inhibition, % at 11 µM. P03206; in the data active = inhibition above about 33%
# TPT1 inhibitor: blocks Candida albicans tRNA 2'-phosphotransferase; AID 1962; recombinant caTPT1, FP RNA substrate dephosphorylation; 300,000 tested, 0.81% active; inhibition, % at 5 µM;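 active = inhibition above the mean of all tested compounds plus 3 SD, set per screening campaign, cut at about 24% in these data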;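 also: plate controls were DMSO alone for no effect and ferristatin control at 100 nM for full effect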
# PP5 inh: inhibitors of human protein phosphatase 5 (PP5); P53041; purified PP5c, OMFP substrate fluorescence; inhibition, % at 6.7 µM; 320,000 tested, 0.18% active; AID 1987;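 active = inhibition above the campaign's mean inhibition across all tested compounds plus 3 SD, cut at about 9.5% in these data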;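 also: 0% = DMSO only and 100% = 100 µM cantharidin control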
# Target sequence (P53041 whole entry, looked up): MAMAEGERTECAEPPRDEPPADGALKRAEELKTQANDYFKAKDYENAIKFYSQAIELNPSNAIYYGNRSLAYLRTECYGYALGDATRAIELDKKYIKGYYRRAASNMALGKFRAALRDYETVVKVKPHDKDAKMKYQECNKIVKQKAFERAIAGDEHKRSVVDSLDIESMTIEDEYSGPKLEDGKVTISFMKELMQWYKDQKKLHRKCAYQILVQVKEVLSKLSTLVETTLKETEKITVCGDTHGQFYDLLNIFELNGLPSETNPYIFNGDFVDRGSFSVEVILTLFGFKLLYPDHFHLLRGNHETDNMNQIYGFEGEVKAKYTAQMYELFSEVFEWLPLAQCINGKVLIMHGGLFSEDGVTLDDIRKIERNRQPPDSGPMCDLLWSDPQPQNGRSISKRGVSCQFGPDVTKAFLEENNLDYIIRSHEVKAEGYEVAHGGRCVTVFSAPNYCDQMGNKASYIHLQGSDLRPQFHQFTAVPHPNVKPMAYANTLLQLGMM
# CR mimetic SO: yeast age-related superoxide inhibition as caloric restriction mimetic. S. cerevisiae aged cells, superoxide DHE fluorescence; stronger effect = lower value. superoxide response (% of plate mean), % at 10 µM. 330,000 tested, 0.18% active. AID 2690;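 active = superoxide response under a set limit, about three screen SD below normal, cut at about 65% in these data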;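 also: yeast aged for seven days with compound at 30 °C before DHE staining; 100% = average MFI of all compound-treated wells on the plate with controls excluded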
# PP1 counter: counter-screen for PP5 inhibitors: inhibitors of human PP1-alpha. P62136. purified PP1alpha, OMFP fluorescence. inhibition, % at 6.7 µM. 320,000 tested, 0.9% active. AID 2235;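 active = inhibition above the mean inhibition of all tested compounds plus 3 SD, computed separately for each screening campaign, cut at about 15% in these data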
# CTSL1 counter: blocks F. hepatica cathepsin L1 in PFM18AAP counter-screen | recombinant F. hepatica cathepsin L1, Z-Leu-Arg-MCA fluorescence | inhibition, % at 5.96 µM | 300,000 tested, 0.49% active;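 active = inhibition above the mean of all tested compounds plus 3 SD, set per screening campaign, cut at about 17% in these data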;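 also: 0% = plate median of test compound wells and 100% = 1 µM Z-Phe-Ala-diazomethylketone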
# EBNA-1 inhibitor: blocks EBNA-1 binding to DNA. EBNA-1 DNA binding, fluorescence polarization. inhibition, % at 14.8 µM. 300,000 tested, 0.34% active. AID 1950; in the data active = inhibition above about 28%
# * marks the source's active call; other numbers are inactive results; i = inactive; nt = not tested or not shown.
cpd | SMILES | GASC-1 inh | core dimer inh | ZTA counter | TPT1 inhibitor | PP5 inh | CR mimetic SO | PP1 counter | CTSL1 counter | EBNA-1 inhibitor
1 | COc1cccc(N(CC(=O)NCCN2CCOCC2)S(=O)(=O)c2ccccc2)c1 | 96 | -1 | -1 | -1 | -0.7 | 102 | -4 | -2 | -5
2 | O=c1c2ccccc2oc2cc(C#CC3(O)CCCCC3)ccc12 | -2 | 1 | 4 | 2 | 3.4 | 113 | 3 | -7 | -6
3 | Cc1ccc(C(=O)N2CCCC(C(=O)c3ccc(Oc4ccccc4)cc3)C2)cn1 (configuration not stated) | 6 | 2 | 4 | -2 | 1.3 | 105 | -2 | -1 | -20
4 | O=C(CN1CCOc2ccccc21)NCc1ccco1 | -5 | -3 | 2 | -5 | 0.8 | 90 | -10 | -2 | 2
5 | CC(NCc1cccnc1)c1ccccc1 (configuration not stated) | -25 | -2 | 10 | -3 | -3.9 | 103 | -2 | 0 | -5
6 | COc1ccc(/C=C2\SC(=S)N(N3CCOCC3)C2=O)c(OC)c1 | -1 | 1 | 12 | -1 | 0.3 | 106 | -5 | -2 | 3
7 | O=S(=O)(Nc1cc(S(=O)(=O)N2CCOCC2)ccc1N1CCOCC1)c1ccc2c(c1)OCCO2 | 5 | 2 | 6 | 4 | -2.9 | 100 | 0 | -1 | 2
8 | Cc1c(Cl)cccc1S(=O)(=O)N1CCC(C(=O)NNC(=O)C2CC2)CC1 | 8 | 3 | 0 | -1 | 2.4 | 119 | -1 | 1 | 2
9 | Cc1cc(C)c2oc(-c3cccc(N)c3)nc2c1 | 0 | -2 | 11 | 0 | 3.8 | 93 | -3 | 1 | 2
10 | O=C(CSc1nnc(SCc2ccccc2)s1)NNC(=S)Nc1ccccc1 | 6 | -5 | 0 | -1 | 0.7 | 97 | 2 | -3 | 4
11 | CN(C)S(=O)(=O)c1ccc2nnn(O)c2c1 | 12 | -1 | 2 | -2 | 1.4 | 101 | -8 | -3 | 2
12 | COc1cc(C(=O)Nc2ccccc2NC(=O)c2cc(OC)c(OC)c(OC)c2)cc(OC)c1OC | -3 | 4 | 2 | -1 | 1.6 | 106 | -1 | -1 | -2
13 | COc1ccc(OC)c(CCNC(=O)c2ccc(CS(=O)(=O)c3ccc(Br)cc3)o2)c1 | 7 | 3 | -11 | 4 | 0.7 | 97 | 0 | -3 | -5
14 | O=C(COC(=O)c1ccccc1SCC(=O)N1CCCC1)Nc1ccccc1OC(F)F | -22 | 3 | -11 | 1 | -1.0 | 101 | -1 | 3 | 0
15 | COCc1cc(C)nc(SCc2ccc(Cl)cc2)c1C#N | -21 | 7 | 13 | -3 | 0.5 | 91 | -2 | 4 | 13
16 | COc1cccc(NC(=S)N2CCC(N(C)CC3CCCO3)CC2)c1 (configuration not stated) | 19 | -15 | -12 | 0 | -5.8 | 92 | -2 | 3 | -11
17 | Cc1cc(C)c(NC2=CC(=O)CC(C)(C)C2)c(C#N)c1 | 1 | -2 | -1 | -1 | 1.4 | 100 | -2 | 1 | -1
18 | O=C(N/N=C/c1ccccc1O)C1CC(=O)N(c2ccc(F)cc2)C1 (configuration not stated) | 2 | -5 | -20 | -4 | 2.4 | 96 | -1 | -1 | -12
19 | CC1CCN(CCOc2cccc(Br)c2)CC1 | 18 | 0 | 2 | 1 | -0.9 | 92 | 1 | 3 | -3
20 | Cc1cc(NC(=O)CSc2nncc(=O)n2N)no1 | -11 | 2 | 5 | -2 | -1.4 | 104 | -6 | -5 | -1
21 | O=[N+]([O-])c1ccc(CN2CCOCCOCCN(Cc3ccc([N+](=O)[O-])cc3)CCOCC2)cc1 | -5 | 9 | 7 | -1 | 0.9 | 108 | -2 | 2 | 8
22 | CC(C)C(=O)NCCc1nc(-c2ccc(Cl)cc2)no1 | -4 | 3 | 2 | 1 | -0.8 | 88 | 1 | -3 | 7
23 | Cc1n[nH]c(C)c1C(=O)CC1(O)C(=O)N(CCc2ccccc2)c2ccc(Br)cc21 (configuration not stated) | 8 | 1 | -6 | 0 | 1.2 | 102 | 3 | -3 | 9
24 | CCN(CC(=O)NCc1ccc(Cl)cc1)C(=O)COc1ccc(Cl)cc1Br | 6 | -1 | -6 | -3 | 1.1 | 106 | -6 | -6 | -17
25 | CCN(CC)C(=O)CSc1nsc(SCC(=O)N(CC)CC)c1C#N | 2 | -8 | -13 | 3 | -0.8 | 108 | 0 | -3 | 1
26 | CCc1ccc(S(=O)(=O)/N=C2\C=C(Nc3ccc(C(=O)O)cc3)C(=O)c3ccccc32)cc1 | 3 | -2 | 53* | -3 | 11* | 141 | 15* | 79* | -4
27 | CN1CCN(CCCC(=O)c2ccc(F)cc2)CC1 | -3 | -4 | -2 | -1 | -0.6 | 96 | 0 | -1 | 9
28 | O=C(CSCCS(=O)(=O)c1ccc(Cl)cc1)Nc1ccccc1 | 1 | 2 | -2 | 2 | -0.5 | 100 | -5 | 0 | 6
29 | CCC(=O)c1c(NC)cc(C)oc1=O | -48 | 3 | 15 | -1 | -1.4 | 103 | 0 | -2 | 10
30 | CSc1ccccc1OCc1cc(C(=O)N2CCN(C)C(c3ccccc3)C2)no1 (configuration not stated) | 10 | -9 | -7 | -3 | 3.8 | 96 | -1 | 0 | 12
31 | CC12CCC(C(=O)Nc3ccccc3Cl)([C@H](Br)C1=O)C2(C)C (some centres not stated) | -9 | 4 | -10 | 0 | 2.0 | 93 | -4 | -1 | 1
32 | Cc1c(C)n(CC(O)CNc2ccccc2)c2ccccc12 (configuration not stated) | 3 | -15 | -17 | -3 | 5.5 | 102 | 6 | -1 | -7
33 | O=C(CN1C(=O)C2C3C=CC(C3)C2C1=O)Nc1ccc(S(=O)(=O)N2CCCCC2)cc1 (configuration not stated) | 12 | -1 | 0 | 1 | 0.3 | 103 | 2 | -7 | 6
34 | COc1ccc(CCC(=O)N2CCN(C3CCCCC3)CC2)cc1 | -4 | -4 | -1 | -3 | -1.3 | 87 | -1 | 2 | -1
35 | O=C(CN(Cc1ccccc1)S(=O)(=O)c1ccc(Br)cc1)N/N=C/c1ccccc1C(=O)O | 2 | 10 | 4 | 1 | 0.3 | 98 | 4 | 2 | -7
36 | CCN1C(=O)[C@@H]2[C@H](C1=O)[C@@H]1C[C@H]3C(=O)N(CC)C(=O)[C@H]3[C@@H]3C1=C(C(=O)N1C(=O)OC(=NCC4CC4)[C@]31C)[C@@H]2C | 16 | -8 | -14 | 0 | 3.2 | 102 | -1 | -1 | -7
37 | CC1CCCCC1NC(=O)CCCn1c(=S)[nH]c2ccsc2c1=O (configuration not stated) | 5 | -2 | -10 | -3 | -0.5 | 95 | -1 | -3 | -5
38 | CCOC(=O)c1c(-c2ccco2)csc1N | -5 | 0 | -2 | 1 | 2.9 | 95 | 3 | 2 | 2
39 | O=C1CN(C(=O)COc2ccc(Br)cc2F)c2ccccc2N1 | i | 1 | -6 | 3 | 0.9 | 96 | 4 | 0 | -2
40 | Oc1ccc2ccccc2c1N=Nc1ccccc1F | -7 | -4 | 1 | 0 | -0.7 | 88 | -2 | 2 | 10
41 | S=C1SCN(CCN2CCOCC2)CN1Cc1ccccc1 | 70 | 0 | -9 | -4 | 0.2 | 112 | -5 | -5 | -14
42 | CC(O)C(=O)NCCOCCOCCNC(=O)C(C)O (configuration not stated) | -6 | -6 | -12 | -4 | -0.1 | 107 | -1 | 0 | -6
43 | COc1ccccc1CNC(=O)c1cccc(-c2ccc(C)c3ccccc23)n1 | 15 | 4 | -4 | 1 | 1.9 | nt | 7 | 0 | 2
44 | CCOC(=O)c1nnn(CC(=O)Nc2cccc(F)c2)c1C(=O)OCC | 41 | -1 | 0 | 1 | 0.5 | 115 | 0 | 0 | -12
45 | COCCCn1[nH]c2c3c(ccc2c1=O)C(=O)c1ccccc1C3=O | 3 | -38 | 2 | -1 | 4.8 | 159 | -2 | -1 | -4
46 | COc1ccc(OCC(=O)N2CCN(C(=O)Cc3ccccc3)CC2)cc1 | -1 | -1 | 0 | 4 | 4.1 | 100 | -2 | 0 | 6
47 | COC(=O)C1=NN(c2cccc(C)c2)C2C(=O)N(c3ccccc3OC)C(=O)C12 (configuration not stated) | 4 | 0 | 5 | -1 | -0.4 | 103 | -2 | -2 | 7
48 | Cc1ccc([N+](=O)[O-])c2cccnc12 | 4 | 13 | -3 | -2 | 1.4 | 105 | 3 | 0 | 1
49 | Cc1cc2cc3c(cc2nc1SCC(=O)N1CCN(C(=O)c2ccco2)CC1)OCO3 | -2 | 5 | 9 | -3 | 0.6 | 98 | 0 | -2 | 5
50 | CC(C)NC(=O)C(c1ccc(F)cc1)N(C(=O)CCC(=O)Nc1ccccn1)C1CCCC1 (configuration not stated) | 3 | -14 | -23 | -2 | 2.6 | 95 | 3 | 2 | -5

# Part of the list above in order of length of the SMILES, rising:
cpd | SMILES | GASC-1 inh | core dimer inh | ZTA counter | TPT1 inhibitor | PP5 inh | CR mimetic SO | PP1 counter | CTSL1 counter | EBNA-1 inhibitor
25 | CCN(CC)C(=O)CSc1nsc(SCC(=O)N(CC)CC)c1C#N | 2 | -8 | -13 | 3 | -0.8 | 108 | 0 | -3 | 1
10 | O=C(CSc1nnc(SCc2ccccc2)s1)NNC(=S)Nc1ccccc1 | 6 | -5 | 0 | -1 | 0.7 | 97 | 2 | -3 | 4
45 | COCCCn1[nH]c2c3c(ccc2c1=O)C(=O)c1ccccc1C3=O | 3 | -38 | 2 | -1 | 4.8 | 159 | -2 | -1 | -4
43 | COc1ccccc1CNC(=O)c1cccc(-c2ccc(C)c3ccccc23)n1 | 15 | 4 | -4 | 1 | 1.9 | nt | 7 | 0 | 2
3 | Cc1ccc(C(=O)N2CCCC(C(=O)c3ccc(Oc4ccccc4)cc3)C2)cn1 (configuration not stated) | 6 | 2 | 4 | -2 | 1.3 | 105 | -2 | -1 | -20
33 | O=C(CN1C(=O)C2C3C=CC(C3)C2C1=O)Nc1ccc(S(=O)(=O)N2CCCCC2)cc1 (configuration not stated) | 12 | -1 | 0 | 1 | 0.3 | 103 | 2 | -7 | 6

# More entries
cpd | SMILES | GASC-1 inh | core dimer inh | ZTA counter | TPT1 inhibitor | PP5 inh | CR mimetic SO | PP1 counter | CTSL1 counter | EBNA-1 inhibitor
51 | CCNC(=S)Nc1cc(OCC)c(NC(=O)c2cccs2)cc1OCC | 20 | -5 | 10 | -2 | -0.5 | 100 | -1 | 1 | -1
52 | Cc1ccc(C(=O)c2ccccc2C(=O)OCC(=O)NCCc2ccc(Cl)cc2Cl)cc1 | 1 | 8 | 2 | 2 | 0.3 | 110 | 6 | 0 | 8
53 | Cc1cc(C)cc(NC(=O)N2CCC(NC(=O)c3ccco3)CC2)c1 | -7 | -5 | -5 | 6 | 1.3 | 92 | -4 | 1 | -3
54 | CC(=O)c1ccc(NC(=O)C(C)Oc2ccc(N(C)S(=O)(=O)c3ccc(C)cc3)cc2)cc1 (configuration not stated) | 2 | nt | -4 | nt | 3.7 | 93 | -2 | nt | nt
55 | COc1cc(C)c(NC(=O)C2CCN(S(=O)(=O)c3cccs3)CC2)cc1OC | nt | nt | -9 | nt | 2.6 | 95 | -5 | nt | nt
56 | O=C(Nc1cccc(F)c1)NC1CCCc2ccccc21 (configuration not stated) | 17 | -7 | 4 | -3 | 4.1 | 100 | -3 | -3 | 7
